CHO-K1 Ca antag = nonselective inhibitor or artifact in parental CHO-K1 cells | inhibition, % at 3 µM | ATP-induced calcium, Fluo-8 fluorescence | AID 602250 | 360,000 tested, 0.6% active;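 active = inhibition above a per-plate cutoff, the plate's mean sample inhibition plus 3 SD, cut at about 24% in these data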;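 also: 0% = DMSO plus EC80 ATP and 100% = DMSO alone without ATP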
TAAR1 ag = agonists of human TAAR1; AID 624467; activation, % at 3 µM; Q96RJ0; 360,000 tested, 0.99% active; CHO RD-HGA16 TAAR1, Fluo-8 calcium fluorescence; vehicle wells 0%, saturating PEA agonist 100%;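 active = activation above the mean activation of all test compounds in the run plus 3 SD, cut at about 38% in these data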
Target sequence (Q96RJ0 whole entry, looked up): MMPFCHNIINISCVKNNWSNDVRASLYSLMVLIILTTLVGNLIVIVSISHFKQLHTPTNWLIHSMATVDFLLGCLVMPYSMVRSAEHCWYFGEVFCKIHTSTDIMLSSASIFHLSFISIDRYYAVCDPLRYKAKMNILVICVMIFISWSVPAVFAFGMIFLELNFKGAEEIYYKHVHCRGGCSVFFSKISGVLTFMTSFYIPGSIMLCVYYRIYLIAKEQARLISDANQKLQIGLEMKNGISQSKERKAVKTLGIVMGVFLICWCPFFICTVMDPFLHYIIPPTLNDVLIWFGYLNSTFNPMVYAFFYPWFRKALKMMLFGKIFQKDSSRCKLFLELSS
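System: CHO-derived RD-HGA16 cells with stable Gα16 and human TAAR1. Times: 17-24 h plating, Fluo-8 75 min 37 °C, 30 min RT. Measured by: calcium-sensitive Fluo-8 signal, excitation 470-495, emission 515-575 nm. Read-out basis: % activation relative to PEA EC100 response. Control set: DMSO and PEA EC100. Repeats: no replicates (n 1).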
CHO-K1 Ca PAM = counter-screen for M1 PAMs: effect in parental CHO-K1 cells. ATP EC20, Fluo-8 calcium fluorescence; 0% at ATP EC20, 100% at ATP max. activation, % at 3 µM. 360,000 tested, 0.02% active. AID 602247;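 active = activation above the run cutoff, the mean activation of all test compounds plus 3 SD, cut at about 40% in these data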;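 also: peak over basal fluorescence ratio in a 140 s read after ATP addition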
CHO-K1 Ca ag = M1 agonist counterscreen hit in parental CHO-K1 cells; activation, % at 3 µM; 360,000 tested, 0.48% active; Fluo-8 calcium fluorescence; scaled to maximal ATP response, vehicle zero; in the data active = activation above about 15%;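 also: untransfected CHO-K1 host cells lacking M1 receptor as counterscreen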
V1aR counter = V1a receptor agonism, counter-screen for OXTR agonists; activation, % at 3 µM; CHO-V1R cells, Fluo-8 calcium fluorescence, agonist mode; 0% DMSO, 100% 3 nM vasopressin; P37288; AID 2797; 320,000 tested, 0.25% active;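 active = activation above the mean activation of all tested compounds plus 3 SD, per screening run, cut at about 20% in these data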;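 also: signal is peak over basal fluorescence ratio across a 100 second FLIPR read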
CHO parental Ca = counter-screen for OX1R antagonists: effect in parental CHO cells. inhibition, % at 5.6 µM. 330,000 tested, 0.63% active. parental CHO-K1, ATP-induced calcium, Fluo-8 fluorescence. AID 463079;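 active = inhibition above that plate's mean sample inhibition plus 3 SD, cut at about 26% in these data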;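 also: 0% = ATP-challenged DMSO wells and 100% = DMSO wells without ATP; some compounds past the cut are filed as inactive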
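Material: parental CHO cells / Compound: single nominal dose of 5.6 µM per compound / Signal: Fluo-8 fluorescence / Replicates: singlicate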
TAAR1 antagonist = antagonists of human TAAR1; Q96RJ0; CHO RD-HGA16 TAAR1, Fluo-8 calcium fluorescence, antagonist; inhibition, % at 3 µM; 360,000 tested, 1.5% active; AID 624466;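 active = inhibition above a per-plate cutoff, the mean inhibition of test compounds on that plate plus 3 SD, cut at about 49% in these data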;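 also: 0% = DMSO plus EC80 beta-PEA response and 100% = DMSO alone without agonist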
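Assay system: RD-HGA16 CHO cells with stable hTAAR1 and Gα16 / Reagent: EC80 β-phenethylamine stimulus / Doses: 3 µM, single point / Timing: dye loading 75 min at 37 °C, then 30 min room temperature / Measured by: Fluo-8 intracellular calcium dye fluorescence, real-time kinetic reads / Controls: vehicle wells and EC80 agonist wells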
CHRM1 agonist = human M1 muscarinic receptor agonism; CHO-K1 hM1, Fluo-8 calcium fluorescence, agonist mode; 0% DMSO, 100% acetylcholine EC100; activation, % at 3 µM; 360,000 tested, 0.33% active; AID 588814;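 active = activation above the run's mean compound activation plus 3 SD, cut at about 16% in these data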;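 also: peak over basal fluorescence ratio within a 140 s kinetic read after compound addition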
OXTR potentiate = human OXTR potentiation; CHO-OTR cells, Fluo-8 calcium fluorescence, potentiator mode; 0% = oxytocin EC15, 100% = EC100; 320,000 tested, 0.061% active; AID 2445; P30559; activation, % at 3 µM;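 active = activation above that plate's cutoff, the mean activation of tested compounds plus 3 SD, cut at about 6.6% in these data, passing the limit was not always enough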;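 also: 100% uses oxytocin at 75 nM as the full agonist control; some results filed as inactive read as strong as hits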
Target sequence (P30559 whole entry, looked up): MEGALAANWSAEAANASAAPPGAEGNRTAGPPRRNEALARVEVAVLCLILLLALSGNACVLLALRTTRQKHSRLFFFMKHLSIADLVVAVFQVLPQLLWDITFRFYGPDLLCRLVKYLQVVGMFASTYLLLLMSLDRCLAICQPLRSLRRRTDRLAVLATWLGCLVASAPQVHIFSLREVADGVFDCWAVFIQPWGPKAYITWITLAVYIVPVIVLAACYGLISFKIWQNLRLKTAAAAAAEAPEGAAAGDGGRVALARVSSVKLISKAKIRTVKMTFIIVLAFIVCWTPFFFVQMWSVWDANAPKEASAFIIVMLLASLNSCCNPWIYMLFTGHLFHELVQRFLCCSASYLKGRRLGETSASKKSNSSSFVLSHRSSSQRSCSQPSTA
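test system = CHO-OTR cells, human receptor | compound = single-point 3.0 µM | schedule = 6 min compound pre-incubation at room temperature, 100 s kinetic read | signal = Fluo-8 no-wash calcium dye fluorescence, excitation 470-495 nm, emission 515-575 nm | repeats = single well per compound, singlicate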
Starred values were filed as active, the others as inactive; nt = no result given; & = joins results of further samples.

SMILES	CHO-K1 Ca antag	TAAR1 ag	CHO-K1 Ca PAM	CHO-K1 Ca ag	V1aR counter	CHO parental Ca	TAAR1 antagonist	CHRM1 agonist	OXTR potentiate
Cn1c(NC(=O)CCC2CCCCC2)cc(=O)n(C)c1=O	-6	1	22	1.1	-0.9	9	-9	-1	-7
CCN(CC(=O)Nc1c(F)cccc1F)C(=O)Cc1cccs1	-7	2	13	0.1	nt	nt	-23	-1	nt
CCOc1ccc(NC(=S)N(CCOC)C2CCN(C(C)C)CC2)cc1	-9	-1	-9	-0.3	8.6	-2	-9	-4	-10
Cc1[nH]nc(N=CC2=C(O)CC(C)(C)CC2=O)c1-c1ccc(Cl)cc1	-7&4	-1&9	9&12	-0.3&0.8	-0.2	-8	-1&3	-2&-1	0
Cc1cc(C=O)c(C)n1-c1ccc(Cl)c(C(=O)O)c1	-11	1	18	0.2	-0.1	-4	-12	-5	-9
Cc1nn(-c2ccccc2)c2[nH]c(=O)c(CNc3ccc4c(c3)OCCO4)cc12	-8	4	14	0.4	-1.3	-22	7	-7	-3
COc1ccc(-n2nc3c(=O)[nH][nH]c3cc2=O)cc1	-1	9	12	-0.1	-0.6	-7	-17	-4	-1
COCCCNc1oc(-c2ccccc2F)nc1C#N	3	0	11	1.3	0.2	-6	5	-3	6
CSc1nsc(/C=C/Nc2ccc(C(=O)O)cc2)c1C#N	-1	7	12	0.3	0.7	-10	10	-5	-4
Cc1ccccc1C(=O)c1c[nH]c(C(=O)N2CCN(c3ccccc3F)CC2)c1	-18	0	2	0.6	-2.0	-22	-24	-8	0
Cc1cc(N2CCN(c3ccccc3)CC2)nc(-c2ccccc2O)n1	-6	0	17	0.3	0.1	-22	10	-2	-11
CC1(C)CC2CC(C)(CN2C(=O)COC(=O)c2ccc(Cl)c(N)c2)C1 (centres undefined)	-20	5	25	4.1	-0.6	-10	4	-4	-7
COc1cccc(NC(=O)c2cnc[nH]2)c1	-4	1	3	8.8	1.0	6	-1	-4	-11
CCc1ccccc1OCC(=O)Nc1nnc(C2CC2)s1	15	2	-20	-0.4	nt	nt	-17	-7	nt
Cc1csc(=O)n1CC(=O)OC(C)C(=O)Nc1ccc(N(C)C)cc1 (centres undefined)	5	0	6	0.7	nt	nt	8	-4	nt
Cc1ccc(-c2[nH]ncc2CN2CCN(C(=O)c3cccs3)CC2)cc1C	17	0	-17	0.4	5.1	-22	9	-5	-6
O=C(Nc1cccc(F)c1)c1cccnc1N1CCOCC1	-8	4	25	0.3	1.1	-6	-5	-6	2
CCOCc1nnc(NC(=O)COc2ccc3c(c2)OCO3)s1	-7	1	-6	1.3	2.1	-4	-8	-2	-4
CCCc1cc(NCc2ccccn2)n2nc(C)c(-c3ccccc3)c2n1	-6	-2	18	0.1	-1.2	-32	-16	-7	-10
COc1ccc(CCNC(=O)COC(=O)c2ncc(Cl)c(Cl)c2Cl)cc1OC	-15	1	8	0.3	0.0	-12	-12	-3	-6
CSc1ccc(S(=O)(=O)NC2CCCCC2)cc1	9	4	-4	4.8	0.2	-8	2	-8	-9
Cc1cc(C)c(C)c(S(=O)(=O)N2CCN(C(=O)C3CCC3)CC2)c1C	-8	0	1	1.3	0.5	-8	-11	2	0
COc1ccc(N2CC(C(=O)NCc3ccccc3)CC2=O)cc1 (centres undefined)	-13	7	21	0.7	-0.8	-8	0	-4	-9
COc1ccccc1-c1cc(=O)c2c(O)ccc([N+](=O)[O-])c2o1	-10	2	10	0.0	0.6	-11	1	-3	3
C=C(C)CSc1nnc2[nH]c(=O)cc(N)n12	9	5	-5	0.0	0.7	23	-7	-3	-15
CCc1ccc(N=C2NC(=O)/C(=C/c3cc(OC)c(O)c(OC)c3)S2)cc1	1	3	4	12	nt	nt	17	1	nt
COc1cccc(-c2cc3nc(NCc4cccnc4)n(C)c(=O)c3s2)c1	-2	1	17	0.7	nt	nt	-7	3	nt
O=C1NC(c2ccccc2)=C(c2nc3ccccc3s2)C(c2ccccc2)N1 (centres undefined)	-11	4	23	1.8	0.8	-19	-3	-4	1
CCc1ccc(NC(=O)c2[nH]c(C)c(C(C)=O)c2C)cc1	-6	3	5	8.1	7.7	-4	-10	-1	-10
CCOC(=O)C1CCCCN1Cc1cccc(C(F)(F)F)c1 (centres undefined)	-14	0	14	0.5	-1.2	3	-6	-4	-1
Cc1nc2ccccc2n1S(=O)(=O)N(C)C	-10	2	17	0.4	0.4	-7	0	-4	-11
Nc1nonc1C(=O)NC(c1ccccc1)c1ccccc1	-12	2	25	0.1	-0.9	-12	-14	-9	3
CC1(c2ccccc2)CC(C)(C)N2C(=O)C3(C(C#N)=C(N)Oc4cc(O)ccc43)c3cccc1c32 (centres undefined)	-21	8	11	0.5	1.5	-27	-15	-4	-9
CNC(=S)N/N=C/c1cn(Cc2ccc(F)cc2)c2ccccc12	-1	-2	19	2.0	-0.1	-1	13	-14	-8
COc1ccc(CC(=O)NCC(=O)N/N=C/c2ccco2)cc1	4	2	-3	-0.6	nt	nt	3	-1	nt
Cc1ccc(-n2c(COc3c(C)cccc3C)nnc2SCC(=O)Nc2nccs2)cc1	-8	13	-6	0.1	0.2	-13	-7	-3	-2
O=[N+]([O-])c1ccc(N/N=C2/CCCCC2c2ccccn2)cc1 (centres undefined)	-7	2	27	1.1	nt	nt	-2	-5	nt
Cc1c(C(c2ccccc2)c2c(C)n(C)n(-c3ccccc3)c2=O)c(=O)n(-c2ccccc2)n1C	-6	-1	15	0.7	0.4	-8	17	-5	-5
O=C(C1=C[C@@H](c2coc3ccccc3c2=O)C[C@@H](OCc2ccc(CO)cc2)O1)N1CCCCCCC1	6	nt	-14	0.8	0.3	-22	nt	-5	-14
COCc1cc(C)nc(SCC(=O)Nc2cccc(C)c2C)c1C#N	-4	13	3	0.5	1.0	-10	-3	-4	-3
CC1CC(C)CN(C(=O)CSCC(=O)Nc2nc(-c3cccs3)cs2)C1 (centres undefined)	-1	5	17	7.5	8.5	-2	20	3	-10
Cc1ccc(S(=O)(=O)Nc2ccccn2)cc1[N+](=O)[O-]	-5	2	-3	-0.2	0.6	0	3	-5	2
Cc1ccc(S(=O)(=O)N/N=C/c2cccc(OC3CSC3)c2)cc1	-6	4	11	0.9	-0.2	-19	-6	-5	-4
COc1cc(NC(=O)c2[nH]c(C)c(C(C)=O)c2C)cc(OC)c1OC	6	-3	-15	0.5	3.0	2	-2	-6	-2
Cc1ccc(NC(=O)CN(C)C(=O)CSc2nc3ccccc3c(=O)n2Cc2ccco2)cc1	-13	2	15	0.8	-0.1	-25	-12	-4	-8
COCC(=O)N1CCC(Oc2ccc(C(=O)N3C[C@@H](C)O[C@@H](C)C3)cc2)CC1	-5	0	0	0.5	0.3	-12	-7	-2	-3
Cn1c(SCCOc2ccc(F)cc2)nnc1-c1ccncc1	-12	0	-10	0.5	0.5	-17	-8	-2	-6
Cc1ccc(C(=O)Nc2cccnc2)cc1S(=O)(=O)N1CCOCC1	4	5	-13	0.5	0.7	-7	-12	2	-6
COc1cc(C)c(S(=O)(=O)n2ccc(C)n2)cc1C	-2	10	0	0.0	-0.6	-6	-8	-6	-3
CN1C(C(=O)NCc2ccc(OC(F)(F)F)cc2)CC2Cn3c(nc4cc(Cl)c(Cl)cc43)C21 (centres undefined)	-11	11	13	2.2	2.3	-9	12	2	-3
CC(=O)Nc1ccc(NC(=O)C/C(C)=N/NC(=O)COc2cc(C)c(Br)cc2Br)cc1	-8	9	2	0.4	0.7	-9	-12	-4	-8
CN1CCN(c2ccccc2NC(=O)COc2ccccc2)CC1	-29	4	28	0.6	-0.3	-20	-1	-13	-8
ON=C1c2cc(OCCN3CCCCC3)ccc2-c2ccc(OCCN3CCCCC3)cc21	4	nt	5	0.3	0.8	-1	nt	-5	4
O=C(CC(=O)c1ccncc1)c1ccccc1	-1	3	2	-0.1	nt	nt	9	-1	nt
C=CCNC(=O)NC(=O)CSc1nnc(C(F)(F)F)n1C	-10	4	9	0.5	1.9	2	12	0	0
N/C(=N\OC(=O)CCCCCN1C(=O)c2ccccc2C1=O)c1ccccn1	-17	0	16	1.2	0.9	-6	-23	-1	0
CC(C)(C)c1ccc(C(=O)c2cn[nH]c2-c2ccccc2O)cc1	-12	4	9	3.9	3.1	3	8	-2	-15
COc1ccc(NCC(=O)N/N=C/c2c(C)nn(Cc3ccccc3)c2Cl)cc1	3	1	-6	0.2	-1.0	-14	9	-8	-7
CCCCNC(=O)CN1C(=O)c2cccc(N)c2C1=O	-19	1	26	1.3	nt	nt	-14	-2	nt
O=C(CSc1nccn(-c2ccc(Br)cc2)c1=O)NC1CCCC1	-4	-1	24	1.3	-0.1	-4	-17	-5	-6

Next section:
SMILES	CHO-K1 Ca antag	TAAR1 ag	CHO-K1 Ca PAM	CHO-K1 Ca ag	V1aR counter	CHO parental Ca	TAAR1 antagonist	CHRM1 agonist	OXTR potentiate
O=C(NCC1CCCO1)c1ccc(Br)o1 (centres undefined)	-20	2	12	1.2	-0.6	0	-17	-4	-19
O=C(CN1CCC(NC(=O)c2ccccc2Cl)CC1)NCc1ccccc1	-15	2	-1	0.6	1.2	1	2	-1	-8
COCCC(=O)N1CCC(Oc2ccc(C(=O)N3CCC[C@H]3CO)cc2)CC1	-1	7	11	0.0	nt	nt	-20	0	nt
COc1cc(C(=O)NNC(=O)c2cccc(Cl)c2)ccc1OCC(=O)N1CCOCC1	-16	1	3	0.3	1.9	-9	-13	-2	-1
O=C(COC(=O)CNC(=O)c1ccccc1Cl)Nc1ccccc1Cl	-16	5	21	0.7	0.8	-16	-15	3	2
COc1cccc(NS(=O)(=O)c2ccc(-c3coc(C)n3)cc2)c1	-11	1	20	7.2	6.5	6	1	5	-20
O=C(Cc1cn2ccsc2n1)Nc1ccccn1	-2	3	10	-0.1	-0.3	-5	0	-2	-16
COc1ccc(C(=O)NCc2ccc3c(c2)OCO3)cc1	-3	0	-4	0.5	-0.2	-1	8	-3	4

Source: PubChem BioAssay
